E-sel TNF inh: blocks E-selectin expression induced by TNF alpha | HUVEC TNFa-induced E-selectin immunofluorescence, high content | inhibition, % at 2 µM | 120,000 compounds, 0.71% hits | AID 1246;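 active = inhibition above the batch mean plus 3 SD, and confirmed as a hit on visual image review, cut at about 43% in these data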;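 also: 0% = TNF-stimulated DMSO wells and 100% = unstimulated control wells; not every result past the cut was called active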
PTEN del growth: suppresses growth of cells with PTEN deletion; HCT116 PTEN-null viability, CellTiter-Glo, 60 h; hits give low values; viability, % at 10 µM; 140,000 compounds, 1.2% hits; AID 827;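 active = viability at or below a set limit, 4 SD under the median of all tested compounds, cut at about 3.7% in these data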;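 also: PTEN knockout HCT116 line with beta catenin targeted HCT116 as companion control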
MRP-1 activ: activators of MRP-1 | H69AR cells + doxorubicin, viability rescue, CellTiter-Glo | viability increase, % at 10 µM | 140,000 compounds, 0.61% hits | AID 799;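 active = viability gain under doxorubicin at or above a set limit, the compound median plus 3 SD, cut at about 4.7% in these data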;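 also: MRP-1 overexpressing cells given doxorubicin 25 µM after compound pretreatment; 18-22 h compound pretreatment then 72 h with doxorubicin before readout; 0% = doxorubicin-only wells and 100% = vehicle-treated cells without doxorubicin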
bCat KO growth: beta-catenin-lacking colon tumor cell growth suppression | 140,000 compounds, 1.5% hits | viability, % at 10 µM | HCT116 beta-catenin knockout viability, CellTiter-Glo, 60 h; hits give low values;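 active = viability at or under a set limit, the compound median less 4 SD, cut at about 6% in these data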;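 also: 0% = Hyamine 1622 control at 20 µM and 100% = untreated cell control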
NPY Y2 blocker: blocks the human neuropeptide Y Y2 receptor | P49146 | NPY-Y2 expressing cells, antagonist mode | inhibition, % at 2.7 µM | 140,000 compounds, 0.99% hits | AID 793; in the data active = inhibition above about 17%;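 also: 0% = vehicle with agonist challenge and 100% = reference antagonist with challenge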
Target sequence (P49146 whole entry, looked up): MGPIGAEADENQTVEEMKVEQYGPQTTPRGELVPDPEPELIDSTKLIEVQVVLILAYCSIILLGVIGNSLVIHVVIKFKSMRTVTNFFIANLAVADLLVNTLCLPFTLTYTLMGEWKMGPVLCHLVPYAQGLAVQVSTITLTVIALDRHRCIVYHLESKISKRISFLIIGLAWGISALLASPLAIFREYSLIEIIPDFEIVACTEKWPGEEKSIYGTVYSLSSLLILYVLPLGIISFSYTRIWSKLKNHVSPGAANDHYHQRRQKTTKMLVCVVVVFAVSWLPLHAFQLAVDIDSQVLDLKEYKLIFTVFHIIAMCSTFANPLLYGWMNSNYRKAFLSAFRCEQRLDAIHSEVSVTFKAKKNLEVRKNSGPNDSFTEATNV
GALR2 blocker: GALR2 (human) receptor antagonism. O43603. GALR2-expressing cells, antagonist mode. inhibition, % at 4 µM. 140,000 compounds, 0.39% hits; in the data active = inhibition above about 27%;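 also: cells stimulated with galanin 1-16 at roughly its EC80; 0% = agonist challenge control and 100% = basal control without agonist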
Target sequence (O43603 whole entry, looked up): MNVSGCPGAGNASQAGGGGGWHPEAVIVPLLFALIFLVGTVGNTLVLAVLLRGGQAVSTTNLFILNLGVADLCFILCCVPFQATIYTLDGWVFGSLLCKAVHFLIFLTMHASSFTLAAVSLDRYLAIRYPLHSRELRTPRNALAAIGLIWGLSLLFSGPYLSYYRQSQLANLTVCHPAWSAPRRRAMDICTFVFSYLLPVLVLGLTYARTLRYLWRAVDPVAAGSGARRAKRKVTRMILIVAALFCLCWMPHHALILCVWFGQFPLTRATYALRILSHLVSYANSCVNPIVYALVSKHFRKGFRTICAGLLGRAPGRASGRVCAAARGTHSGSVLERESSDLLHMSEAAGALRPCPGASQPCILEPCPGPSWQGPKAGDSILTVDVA
Yeast life ext: extends the lifespan of yeast; S. cerevisiae growth with nicotinamide, OD615; deaD strain in restrictive glucose medium; inhibition of the nicotinamide effect, % at 10 µM; 130,000 compounds, 0.68% hits;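 active = inhibition above a set limit, placed 3 SD over the median of all compounds, cut at about 26% in these data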;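 also: 0% = nicotinamide-treated wells and 100% = cells grown without nicotinamide; some compounds called inactive have numbers as strong as hits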
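System: Modified budding yeast, DeaD strain | Buffer or medium: Restrictive glucose medium | Also added: 1.5 mM nicotinamide | Doses: 10 µM single point, 0.25% DMSO | Schedule: 48 h compound exposure at 30 °C, humidified | Detection: Absorbance at 615 nm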
Yeast growth inh: yeast BB579 growth reduction in restrictive medium; AID 804; inhibition, % at 10 µM; 140,000 compounds, 0.51% hits; S. cerevisiae BB579 growth, OD615, 48 h;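 active = inhibition above a set limit, 3 SD over the mean compound inhibition, cut at about 44% in these data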; also: inactives centre near -24
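test system = yeast BB579 (DeaD) | buffer or medium = restrictive CSMM-D medium | doses = single compound dose of 10 µM, 0.25% DMSO final | times = 4 h preincubation and 48 h exposure at 30 °C | technique = culture absorbance at 615 nm | benchmarks = amphotericin B 10 µg/mL, positive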
Measles CPE: protection of cells from measles virus. AID 841. protection (pct of control), % at 4 µM. 140,000 compounds, 1.5% hits. Measles virus-infected cells, CPE protection, absorbance; in the data active = protection mostly above about 24%, no sharp cut-off; inactive = mostly below about 26%; also: some compounds called inactive have numbers as strong as hits
Phagocyt inh: inhibitors of macrophage phagocytosis. J774A.1 macrophage IgG-bead phagocytosis, imaging. inhibition, % at 5 µM. 110,000 compounds, 0.07% hits. AID 1029;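 active = inhibition above the mean of the plate negative controls plus 5 SD, cut at about 13% in these data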;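 also: phagocytic index as fraction of beads internalized from green versus red external bead signal; plate controls were DMSO negative control for no effect and cytochalasin-D positive control for full effect; some results beyond the cut were filed as inactive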
* = called active by the depositor; . = not tested or not shown.

entry	SMILES	GALR2 blocker	MRP-1 activ	NPY Y2 blocker	PTEN del growth	Measles CPE
1	Cc1c(-n2c(SCC(=O)O)nnc2-c2ccccc2Cl)c(=O)n(-c2ccccc2)n1C	2	0.3	1	103	7
2	CCNC(=O)NC(=O)CSc1nc2ccccc2n1CCOC	-5	-1.3	2	90	11
3	O=C(CN1CCN(C/C=C/c2ccccc2)CC1)Nc1cc([N+](=O)[O-])ccc1Cl	9	-3.7	5	95	3
4	CSc1nc(-c2ccccc2)nn1C(=O)c1ccco1	5	-1.1	2	96	5
5	Cc1ccc(C)c(-n2c3nc(=O)[nH]c(=O)c-3cc3cc([N+](=O)[O-])ccc32)c1	10	-4.8	10	24	13
6	C=CCOn1c(=O)c(-c2ccc(OC)cc2)[n+]([O-])c2ccccc21	10	-0.1	2	97	6
7	COc1ccc(NC(=O)CN2CCN(c3ccccc3Cl)CC2)cc1	2	0.0	10	92	7
8	COc1ccc(-c2cc3nc(C)cc(NCCO)n3n2)cc1	11	-1.5	-2	82	11
9	O=c1[nH]c2ccc(Cl)cc2c(=O)n1Cc1ccco1	-10	-0.6	-2	109	18
10	CCc1ccc(NC(=O)C2CCN(S(=O)(=O)c3c(C)[nH]c(=O)[nH]c3=O)CC2)cc1	0	-2.1	0	91	2
11	COc1ccc2nc(SCCOC(=O)Nc3ccc(Cl)cc3)nc(C)c2c1	-5	3.2	10	73	4
12	COc1ccc2oc(=O)c(-c3ccccc3C(=O)N3CCOCC3)cc2c1	2	-2.5	3	98	18
13	CC(=O)Nc1ccc(-c2nnc(SCc3ccc(C)cc3)n2C)cc1	-10	-1.6	3	99	4
14	CN(C(=O)COC(=O)COc1ccc(Cl)cc1)C1CCCCC1	2	-3.3	5	90	4
15	Cc1cc(C)c(-c2csc(NC(=O)c3n[nH]c(=O)c4ccccc34)n2)c(C)c1	-6	0.1	2	56	62*

entry	E-sel TNF inh	bCat KO growth	Yeast growth inh	Yeast life ext	Phagocyt inh
1	14	99	-9	-6	.
2	-10	87	-15	-7	2
3	20	86	-14	-2	5
4	-3	89	2	.	.
5	.	19	-4	-2	10
6	.	89	-27	-3	0
7	-10	99	-50	.	.
8	0	80	-30	-10	0
9	-10	104	-56	1	-3
10	.	103	-27	-25	.
11	.	81	1	-5	-2
12	.	91	-39	7	.
13	9	93	-35	-3	.
14	8	88	-26	-12	-1
15	27	66	-26	8	-9

Full records, looked up by structure:
Record of CN(C(=O)COC(=O)COc1ccc(Cl)cc1)C1CCCCC1 : GALR2 blocker: 2; MRP-1 activ: -3.3; NPY Y2 blocker: 5; PTEN del growth: 90; Measles CPE: 4; E-sel TNF inh: 8; bCat KO growth: 88; Yeast growth inh: -26; Yeast life ext: -12; Phagocyt inh: -1
Record of Cc1c(-n2c(SCC(=O)O)nnc2-c2ccccc2Cl)c(=O)n(-c2ccccc2)n1C : GALR2 blocker: 2; MRP-1 activ: 0.3; NPY Y2 blocker: 1; PTEN del growth: 103; Measles CPE: 7; E-sel TNF inh: 14; bCat KO growth: 99; Yeast growth inh: -9; Yeast life ext: -6; Phagocyt inh: .

Further records follow.
entry	SMILES	GALR2 blocker	MRP-1 activ	NPY Y2 blocker	PTEN del growth	Measles CPE
16	Cc1ccc(S(=O)(=O)N/N=C\c2ccccc2OCc2ccccc2)cc1	-2	-2.8	5	69	2
17	CC(C)CCNc1nc(-c2ccco2)c2c(c1C#N)CCCC2	0	-0.7	5	94	17
18	COc1ccccc1NC(=O)CSc1nnc(-c2ccncc2)o1	1	1.0	1	96	.
19	Cc1ccc2c(C)nc(Nc3nc(CSc4nc5ccccc5[nH]4)cc(=O)[nH]3)nc2c1	-7	-1.1	2	96	1
20	Cc1cc(N2C(=O)NC(=O)CC2C)c(C)cc1C(C)C (stereo not given)	1	1.8	-1	98	18
21	CCOC(=O)C1CCCN(C(=O)c2cccs2)C1 (stereo not given)	-5	-0.8	2	108	4
22	COc1ccc2cc3c(N)nn(C(=O)c4ccc(Cl)c([N+](=O)[O-])c4)c3nc2c1	-1	-0.4	3	70	7
23	Cc1ccccc1-c1nnc(NC(=O)c2ccc(N3C(=O)CCC3=O)cc2)s1	3	-1.9	0	92	12
24	COc1ccc(C(=O)Nc2ccc3oc(-c4cccc(F)c4)nc3c2)cc1OC	.	-1.2	.	75	1
25	COc1ccc(-c2ccc3c(N)c(C(=O)c4cccc(OC)c4)sc3n2)cc1	29*	-0.4	-1	.	18
26	Cc1cc(Nc2cccc(C)c2C)n2nc(C)nc2n1	-10	-1.4	-1	101	23
27	CCOC(=O)c1c(NC(=O)c2ccccc2)sc2c1CCc1ccccc1-2	16	-0.8	2	72	24
28	O=C1NC(=S)N(C(=O)c2ccc(F)cc2)/C1=C/c1ccccc1	0	-5.4	1	1.7*	5
29	O=C(CSC1=NC2(CCCCC2)N=C1c1ccccc1)Nc1ccc2c(c1)OCCO2	-4	-5.2	3	66	5
30	O=C(/C(=C/c1ccc(Cl)cc1)c1nc2ccccc2[nH]1)c1cccs1	26	-2.4	46*	1.9*	11

entry	E-sel TNF inh	bCat KO growth	Yeast growth inh	Yeast life ext	Phagocyt inh
16	.	72	-45	-17	.
17	17	90	-72	-3	0
18	-47	95	-42	-13	-2
19	-18	97	-15	-2	.
20	9	94	-16	3	-4
21	-26	93	-28	-5	0
22	.	68	-29	-6	-9
23	-11	94	-16	6	.
24	.	75	-7	1	0
25	13	91	-53	-9	0
26	5	95	4	3	.
27	12	77	-19	2	-4
28	.	12	-23	-5	.
29	4	81	-49	1	.
30	-14	1.9*	-25	31*	3

(list continues)
entry	SMILES	GALR2 blocker	MRP-1 activ	NPY Y2 blocker	PTEN del growth	Measles CPE
31	Cc1cccc(N2CCN(C(=O)CCNC(=O)Cn3ccc4ccccc4c3=O)CC2)c1C	-17	-2.6	2	94	9
32	CC(C)NS(=O)(=O)c1ccc(OCC(=O)N(C)Cc2ccccc2)cc1	-9	0.1	3	93	4
33	O=C(NC(=S)Nc1ccc(Cl)cn1)c1cccs1	-4	-1.4	2	69	5
34	C=C(CC1([C@@H](NP(=O)(c2ccccc2)c2ccccc2)[C@H]2C[C@@H]2CCCC)CC1)c1ccccc1	-6	-4.6	11	30	3
35	O=C1c2ccccc2C(=O)c2c1oc(C(F)(F)F)c2C(=O)c1ccccc1	1	-5.8	-1	1.8*	8
36	Clc1ccc(CSc2nnc(-c3cccnc3)n2Cc2ccco2)c(Cl)c1	-8	-1.5	11	59	4
37	Cc1csc(SCc2ccccc2C(=O)O)n1	-5	-0.7	0	94	10
38	O=C(NCC(=O)N(c1cccc(F)c1)C(C(=O)NCC1CCCO1)c1ccccc1)c1ccco1 (stereo not given)	4	-0.5	0	90	8
39	CS(=O)(=O)C1=NSC2=NC(=O)/C(=C\c3ccc(-c4ccccc4)o3)C(=N)N21	4	-0.5	4	101	2
40	Cc1ccc2c(c1)NC(=O)c1cccnc1N2	1	-3.2	1	85	4
41	Cc1ccc(-c2nnn(CC(=O)N(Cc3ccccc3)C(C(=O)NC(C)(C)C)c3ccncc3)n2)o1 (stereo not given)	-1	-1.3	5	80	12
42	Cc1ccc(C(=O)O/N=C/c2c(N3CCOCC3)n(C)c3ccccc23)cc1	11	-6.0	-2	11	3
43	Cn1c(Cn2c(=O)sc3ccccc32)nnc1SCC(=O)N1CCCCCC1	5	-2.9	2	96	10
44	CC(Oc1ccc2ccc(=O)oc2c1)C(=O)c1ccccc1 (stereo not given)	4	1.1	2	101	15
45	COCCNc1nc2c(c(=O)n(C)c(=O)n2C)n1Cc1cccc(C)c1	5	-2.3	0	80	15

entry	E-sel TNF inh	bCat KO growth	Yeast growth inh	Yeast life ext	Phagocyt inh
31	.	86	-35	-3	-1
32	34	98	-15	16	1
33	21	69	-12	-9	1
34	.	46	-21	4	.
35	6	2.0*	-40	-21	0
36	.	57	-49	-3	0
37	20	88	-46	6	1
38	-34	88	4	-20	0
39	6	102	-2	2	0
40	-31	77	21	-28	.
41	.	69	-27	-2	-1
42	-24	11	64*	-8	.
43	6	95	-23	-2	.
44	-7	95	-16	-7	5
45	-15	83	9	-6	-1

Remaining list, next part:
entry	SMILES	GALR2 blocker	MRP-1 activ	NPY Y2 blocker	PTEN del growth	Measles CPE
46	CCOC(=O)c1c(C)nc2sc3c(c2c1-c1ccc(OC)cc1)NC(c1ccc(OC)cc1)NC3=O (stereo not given)	-5	-3.0	6	89	6
47	CN(C(=O)c1cccnc1)c1nc(-c2ccccc2)cs1	-8	-1.7	1	91	21
48	CCOC(=O)C1CCN(c2ncnc3c2oc2ccc(Br)cc23)CC1	2	-1.2	10	89	0
49	CCn1c2c(c3cc(C(=O)O)ccc31)CCCC2=O	7	-2.6	0	98	4
50	CCN(CC)c1ccc(NC(=O)COc2ccccc2C#N)cc1S(=O)(=O)Nc1ccc(OC)cc1	23	1.4	-1	82	18
51	CC(C)CCNC(=O)NC(=O)Cn1cc(C(F)(F)F)ccc1=O	-20	1.4	4	95	13
52	C[C@H](NC(=O)Cn1cncn1)c1ccccc1	1	0.5	3	104	24

entry	E-sel TNF inh	bCat KO growth	Yeast growth inh	Yeast life ext	Phagocyt inh
46	28	96	-17	-25	.
47	15	91	-34	-25	-1
48	-29	102	-7	-8	0
49	-4	95	9	-24	1
50	.	88	-30	0	.
51	18	102	-46	-11	-1
52	-6	101	-20	-2	.

Four compounds out of the list above, arranged by the value under Measles CPE, high to low:
No.	SMILES	GALR2 blocker	NPY Y2 blocker	Measles CPE	E-sel TNF inh	Yeast growth inh	Yeast life ext	Phagocyt inh
52	C[C@H](NC(=O)Cn1cncn1)c1ccccc1	1	3	24	-6	-20	-2	.
47	CN(C(=O)c1cccnc1)c1nc(-c2ccccc2)cs1	-8	1	21	15	-34	-25	-1
51	CC(C)CCNC(=O)NC(=O)Cn1cc(C(F)(F)F)ccc1=O	-20	4	13	18	-46	-11	-1
49	CCn1c2c(c3cc(C(=O)O)ccc31)CCCC2=O	7	0	4	-4	9	-24	1

Compound activity (PubChem BioAssay)
